From PubChem
Rev-erbA mod – Rev-erb alpha (human) modulation. P20393. Rev-erbα–FITC-DNA binding, fluorescence polarization, 90 min. activity, % at 10 µM. 370,000 tested, 0.79% active;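 active = activity above about 14%, limit read from the data; passing the limit was not always enough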;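 note: 0% = DMSO wells with 35 nM protein and 100% = DMSO wells with 750 nM protein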
MBD2 inh – blocks human MBD2 binding to methylated DNA; TR-FRET, MBD2 binding to methylated oligonucleotide; 370,000 tested, 0.31% active; inhibition, % at 4.4 µM; in the data active = inhibition above about 13%
Target sequence (Q9UBB5 whole entry, looked up): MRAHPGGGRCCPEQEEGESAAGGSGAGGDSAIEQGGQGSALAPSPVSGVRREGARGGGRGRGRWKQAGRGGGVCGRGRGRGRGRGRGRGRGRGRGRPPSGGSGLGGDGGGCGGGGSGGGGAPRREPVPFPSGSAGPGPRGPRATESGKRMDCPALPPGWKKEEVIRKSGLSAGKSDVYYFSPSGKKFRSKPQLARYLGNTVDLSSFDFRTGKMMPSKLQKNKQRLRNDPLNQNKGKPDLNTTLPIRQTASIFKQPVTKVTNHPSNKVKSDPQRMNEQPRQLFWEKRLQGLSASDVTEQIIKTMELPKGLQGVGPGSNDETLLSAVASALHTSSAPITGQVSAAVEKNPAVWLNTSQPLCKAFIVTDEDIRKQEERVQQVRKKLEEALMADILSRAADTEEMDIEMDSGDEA
SMARCA2 activ – SMARCA2 function activation, primary screen; MG213 cells, MMTV-luciferase reporter, dexamethasone, overnight; activation, % at 9.1 µM; 370,000 tested, 1% active; in the data active = activation above about 7.8%;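 note: 0% = vehicle wells and 100% = reference activator wells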
hgDAF12 agonist – hgDAF-12 agonism, primary luciferase screen; HEK293 GAL4-hgDAF12 UAS-luciferase reporter, agonist luminescence; normalized to butyrate control; activation, % at 6.8 µM; 370,000 tested, 1.8% active;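 active = activation above a cutoff set at the mean of all screened compounds plus 3 SD, cut at about 10% in these data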;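 note: 0% = DMSO wells and 100% = sodium butyrate wells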
DAX1 inh-1 – inhibits human nuclear receptor DAX1. AID 504766. HEK293 Gal4-DAX1 luciferase reporter, luminescence. inhibition, % at 6.75 µM. 340,000 tested, 0.99% active;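 active = inhibition above the mean over all tested compounds plus 3 SD, cut at about 4.2% in these data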;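 note: 0% = DAX1-transfected cells with DMSO and 100% = empty-vector control cells with DMSO; inhibition shows as a rise in luminescence from relieved DAX1 repression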
PLCg1 inh – blocks human PLC-gamma1 enzyme activity; purified PLC-gamma1, fluorogenic substrate, fluorescence; AID 720700; 370,000 tested, 0.84% active; inhibition, % at 12.2 µM; in the data active = inhibition above about 9.5%
PLCb3 inh – inhibitors of human phospholipase C beta3; Purified PLC-beta3, fluorogenic substrate, fluorescence; inhibition, % at 12.2 µM; 370,000 tested, 0.18% active; Q01970; AID 720704; in the data active = inhibition above about 11%;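 note: 0% = median of compound wells on plate and 100% = full blocker control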
DAX1 inh-2 – blocks DAX1 repression of SF-1 activated StAR promoter. HEK293T StAR-luciferase reporter, SF-1/DAX-1 repression relief. AID 652010. inhibition, % at 6.8 µM. 370,000 tested, 1.1% active;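 active = inhibition above the mean over all tested compounds plus 3 SD, cut at about 3.6% in these data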;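 note: 0% = DAX-1 cells with DMSO and 100% = cells lacking DAX-1 with DMSO; higher inhibition means more luminescence from relief of DAX-1 repression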
ADAM17 inh – ADAM17 inhibition, QFRET primary screen. 370,000 tested, 0.83% active. recombinant ADAM17, EDANS/DABCYL FRET peptide cleavage. inhibition, % at 6.95 µM. P78536. AID 720648;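 active = inhibition above the mean of compounds lying between control limits plus 3 SD, set per campaign, cut at about 8.5% in these data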;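 note: 0% = DMSO-only wells as the low control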
Target sequence (P78536 215-824 limits assumed): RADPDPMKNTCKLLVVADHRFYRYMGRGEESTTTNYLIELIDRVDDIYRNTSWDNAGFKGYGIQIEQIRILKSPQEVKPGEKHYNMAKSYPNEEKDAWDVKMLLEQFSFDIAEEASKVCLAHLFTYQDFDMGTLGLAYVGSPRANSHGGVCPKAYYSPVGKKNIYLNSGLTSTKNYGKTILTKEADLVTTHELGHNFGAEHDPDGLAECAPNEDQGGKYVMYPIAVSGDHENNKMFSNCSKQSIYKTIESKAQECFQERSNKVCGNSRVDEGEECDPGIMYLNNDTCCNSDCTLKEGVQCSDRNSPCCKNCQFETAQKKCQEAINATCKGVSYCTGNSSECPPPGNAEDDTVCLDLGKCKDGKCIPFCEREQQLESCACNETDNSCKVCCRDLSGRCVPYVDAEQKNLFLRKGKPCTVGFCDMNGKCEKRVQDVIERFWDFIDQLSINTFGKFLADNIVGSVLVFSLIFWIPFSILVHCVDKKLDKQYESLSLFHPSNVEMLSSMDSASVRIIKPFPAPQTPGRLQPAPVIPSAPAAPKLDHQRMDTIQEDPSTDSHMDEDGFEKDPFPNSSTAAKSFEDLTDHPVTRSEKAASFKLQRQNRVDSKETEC
hcDAF-12 act – activates DAF-12 receptor from parasite H. contortus; HEK293 hcDAF-12 lit1-tk-luc reporter, luminescence; 0% DMSO, 100% Δ7-dafachronic acid; activation, % at 6.8 µM; 370,000 tested, 1.4% active;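 active = activation above the mean of all tested compounds plus 3 SD, cut at about 5.5% in these data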;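 note: 100% = response to 3 µM Δ7-dafachronic acid high control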
ssDAF-12 act – S. stercoralis DAF-12 activation, primary screen | HEK293 ssDAF-12/GRIP1 lit1-tk-luc reporter, luminescence; % of 3 µM dafachronic acid response | activation, % at 6.8 µM | 370,000 tested, 1% active | AID 652126;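 active = activation above the mean over all tested compounds plus 3 SD, cut at about 0.9% in these data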;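 note: 0% = DMSO-only wells and 100% = 3 µM delta7-dafachronic acid wells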
* marks the source's active call; other numbers are inactive results; i = inactive; x = not tested or not shown. Random draw from the library. Share with any hit: about 7.4%.

mol	DAX1 inh-2	Rev-erbA mod	hcDAF-12 act	ADAM17 inh	DAX1 inh-1	ssDAF-12 act	MBD2 inh	SMARCA2 activ	PLCg1 inh	PLCb3 inh	hgDAF12 agonist
CC(=O)c1sc2c(c1OC(=O)c1ccc(Cl)cc1Cl)c(=O)n(-c1ccccc1)c(=S)n2-c1ccccc1	0.2	3	-0.2	2	0.7	-1.4	-1	1	1	1	-0.1
O=C1c2ccccc2C(=O)N1c1cccc2ccccc12	-0.4	5	-0.4	-6	1.7	-1.7	-5	2	-15	-25	1.0
Cc1nc(SCC(=O)c2ccc(F)cc2)n[nH]1	0.2	4	0.8	1	-0.8	-1.0	-2	6	4	3	-0.1
Cc1ccc(C)c(NC(=O)Cn2nc(C)c3ccccc3c2=O)c1	-0.9	-1	-0.4	3	-0.8	-1.0	17*	2	4	6	2.4
COc1ccc(N=C2S/C(=C\c3cccs3)C(=O)N2CC(C)C)cc1	-0.4	-1	-2.3	-6	0.0	-1.1	6	0	-3	1	2.6
O=C(O)/C=C\c1cc2c(cc1[N+](=O)[O-])OCO2	0.0	2	0.3	-13	1.5	-0.9	4	-2	-6	-12	-1.4
Cc1ccc(-c2csc(N3C(=N)SCC3=O)n2)cc1	0.9	7	2.5	-3	x	-0.8	3	1	3	-5	2.5
COC(=O)C1=C(C)NC2=C(C(=O)CC(C)(C)C2)C1c1cnn(C)c1C (centres undefined)	0.2	0	-0.1	-128	0.8	-0.8	3	1	-191	-245	4.8
C=CCC[C@@H](Cc1ccc(F)cc1)C(=O)OC[C@@H]1CCCN1C(=O)[C@@H](CC=C)CC(=O)N(CCO)Cc1ccccc1	-0.8	-5	-2.0	4	1.0	-1.8	4	-1	1	-1	0.7
COC(=O)CN1C(=O)C(C)(C)Oc2ccc(C(=O)Nc3ccccc3F)cc21	-0.1	4	1.1	-2	-1.1	-1.3	4	2	2	0	-0.9
CCCCn1nnnc1C(c1ccccc1)N1CCN(C)CC1 (centres undefined)	0.2	10	-0.3	-4	x	-1.7	-3	1	2	0	1.0
COc1ccccc1NC(=S)N1CCCCCC1	0.2	-1	0.5	-2	-0.4	-0.9	-1	-2	3	-6	-2.9
CCCOc1cccc(C2/C(=C(/O)c3ccc(OC)cc3)C(=O)C(=O)N2CCN(C)C)c1 (centres undefined)	-0.1	1	1.1	3	0.4	-1.0	-3	-5	5	-1	-2.2
COc1ccc2c(c1)OC[C@H]1[C@H]2N2C(=O)CN(CC3CCCO3)C(=O)[C@@]2(C)[C@H]1c1ccccc1 (some centres undefined)	-0.5	-1	-1.7	0	0.2	-1.5	-2	3	3	4	-1.4
COc1ccc(CC(=O)Nc2ccc(S(=O)(=O)N3CCCCC3)cc2)cc1OC	-2.0	-8	-0.2	-4	-0.6	-1.1	1	-2	-2	-9	-2.6
Cc1nc(-c2ccccc2)sc1C1(C)CC(c2cccc(F)c2)=NO1 (centres undefined)	0.0	2	1.9	-1	0.3	-1.1	5	2	2	2	-1.6
Cc1ccc(S(=O)(=O)NCC(=O)N2CCCCC2)cc1	-0.6	-6	0.6	-2	0.1	-1.4	-1	-2	2	1	0.9
Cc1[nH]n(-c2ccccc2)c(=O)c1C(c1cccc([N+](=O)[O-])c1)c1c(C)[nH]n(-c2ccccc2)c1=O	-0.1	9	6.7*	5	-0.4	0.8	-4	-2	13*	7	3.5
COc1ccccc1C(CNC(=O)c1ccc(NS(=O)(=O)c2ccc(F)c(C)c2)cc1)N(C)C (centres undefined)	0.3	-3	1.0	3	0.9	-0.2	2	-1	2	-5	-1.4
O=C(O)CNC(=O)CC12CC3CC(CC(C3)C1)C2	-0.7	2	0.4	-2	-0.3	-1.1	8	0	0	3	0.4
NNC(=O)Cc1csc(-c2ccccc2)n1	0.3	1	-0.6	2	-0.4	-1.0	-2	1	-2	-9	-0.3
CC(=O)c1c(OC(=O)c2ccco2)c2ccccc2n1C	-0.7	-7	-1.5	0	1.0	-1.4	-7	-3	-17	-20	-2.4
O=C(CCc1c[nH]c2ccccc12)Nc1ccc(Nc2cccnc2)c(Br)c1	-0.3	2	1.4	0	x	-0.9	2	-5	-1	-6	5.6
Cc1cccc(C)c1OCC(=O)NCc1nnc(SCC(=O)NC2CCCCC2)n1C	-0.3	2	-0.3	-4	-0.2	-1.9	3	-4	-2	-3	0.2
CC1CC(C)CN(C(=O)COC(=O)c2ccc([N+](=O)[O-])o2)C1 (centres undefined)	-1.5	0	0.4	-2	0.1	-1.2	-1	1	2	-1	-1.5
Cc1ccn2c(NCc3ccc4c(c3)OCO4)c(-c3ccc(O)cc3)nc2c1	0.1	2	-0.2	-28	0.5	-0.8	0	0	-429	i	1.2
CCc1ccc(C(=O)CN(C#N)c2nc(C)cc(C)n2)cc1	-0.7	4	-0.8	-1	1.0	-1.0	1	1	0	1	-0.9
COc1ccc(CCCCCCOCc2ccccc2)cc1	-0.3	-2	-0.7	-4	0.8	-0.6	-2	1	0	0	3.1
CC(C)C(=O)Nc1c2c(nc3ccccc13)N(C)CC2	0.3	2	0.1	-364	0.8	-1.2	7	-2	-195	-251	-1.4
CCOC(=O)c1ccc(COC(=O)c2ccc(-c3nnc(-c4ccccc4)o3)cc2)o1	1.6	-3	3.8	-1	0.3	-1.0	1	7	1	3	3.6
O=C(Nc1cnn(Cc2ccc(F)cc2)c1)c1cc2nc(-c3ccco3)cc(C(F)(F)F)n2n1	-0.6	6	-1.9	3	0.5	-0.6	-2	-1	-6	-7	-2.2
S=C(NC1CCCCC1)N1CCCCC1	-0.1	-2	0.0	-4	0.1	-1.1	-4	-4	3	-4	-0.9
Cc1ccc2cc(C#N)c(SCC(=O)N3CCCc4ccccc43)nc2c1C	1.2	-8	1.2	-3	1.8	-1.5	7	0	-2	-6	0.3
Cc1ccc(NC(=O)N(Cc2ccco2)Cc2cc3cc(C)cc(C)c3nc2Cl)cc1	1.0	-1	-1.9	-5	x	-0.8	1	-2	-1	2	0.5
CCOC(=O)C1=C(O)/C(=C/c2cc(OC)c(OC)c(OC)c2)SC1=Nc1ccc(OC)cc1	-0.2	1	-1.3	2	4.2	-1.1	0	1	-2	1	-1.0
CC#CCN(Cc1ccco1)C(=O)C1CCC(=O)N(Cc2ccccc2F)C1 (centres undefined)	-0.1	0	-0.2	0	0.2	-1.0	-1	3	-2	-10	0.4
COc1ccc(C2c3c(C)nn(-c4ccccc4)c3NC(=O)N2c2ccccc2)cc1 (centres undefined)	0.1	-2	-2.1	1	-1.4	-1.1	-7	-1	0	0	-1.2
OC(COC(c1ccccc1)c1ccccc1)CN1CCOCC1 (centres undefined)	0.0	-6	-3.8	2	1.0	-1.4	4	-1	1	-1	0.0
N/C(=N\OC(=O)/C=C/c1ccccc1)c1ccncc1	1.0	3	1.4	0	3.0	-0.6	4	7	1	2	7.0
NC1=NC(=Nc2cccc(S(=O)(=O)N3CCOCC3)c2)c2ccccc21	-0.3	-3	1.2	-3	-0.6	-0.4	-1	-1	1	2	0.3
COc1ccc(CCNS(=O)(=O)c2cnc(Cl)c(Br)c2)cc1OC	0.1	-2	0.8	0	0.0	-2.0	6	1	1	-5	0.0
CCN1CCN(S(=O)(=O)c2ccc(Cl)c(C(=O)NCc3ccco3)c2)CC1	-1.7	1	-0.8	1	0.1	-1.0	0	1	2	-6	-0.3
CN(/C=C1/C(=O)CNC1=O)CCO	0.3	-3	0.6	1	x	-0.5	2	-1	0	1	0.1
CCCCOC(=O)c1ccc(NC(=O)C(=O)NCc2ccco2)cc1	1.4	-3	-0.1	-8	0.9	-0.9	4	-5	-2	-3	-0.3
O=C(O)c1ccc(/C=C2\SC(=S)N(NC(=O)c3ccccc3[N+](=O)[O-])C2=O)cc1	0.2	2	0.3	-6	-1.3	-1.2	4	-2	3	-2	0.3
CCCP(=O)(CC(=O)O)c1ccccc1 (centres undefined)	0.0	7	-1.4	2	0.1	-1.2	3	1	1	4	1.2
Cc1cc(N2CCCCC2)nc(-c2ccc(Br)cc2)n1	-1.1	8	0.1	2	1.8	-0.9	-2	2	-1	0	2.5
C=CCn1c(COc2cccc3cccnc23)nnc1SCC(=O)OC	0.5	-8	2.1	-5	0.1	-0.9	4	-3	-17	-27	-0.8
O=[N+]([O-])c1ccc(Cl)c(/C=N/N2CCN(Cc3ccccc3)CC2)c1	-1.1	-3	-1.4	-1	0.9	-0.8	0	-3	-2	-2	0.3
N#Cc1c(NCc2ccccc2)ccnc1NCc1cccnc1	-2.2	9	-1.9	-5	-4.4	-1.5	4	-6	-3	-1	-5.7
O=C(Cn1c(CC(=O)N2CCOCC2)nc2ccccc21)Nc1ccc2c(c1)OC(F)(F)O2	0.5	0	-0.7	-1	0.3	-1.1	2	-2	0	4	0.7
Cc1cc(C(=O)OCC(=O)N2CC(C)OC(C)C2)c(C)n1-c1ccccc1 (centres undefined)	-0.2	-6	-1.8	-2	0.6	-1.5	6	1	-1	-7	-2.3
CN(Cc1ccc(Cl)cc1)C(=O)CCl	-1.5	-1	0.4	-1	-0.6	-1.2	0	-4	1	-2	1.2
O=C(CCc1nc2ccccc2c(=O)[nH]1)OCc1ccc(Cl)cc1Cl	0.1	4	-2.4	3	-0.2	-1.1	3	-3	3	5	1.8
Cc1nnc(N/N=C/c2cccs2)[nH]c1=O	-0.1	-2	-1.8	-1	0.5	-1.7	-8	4	-1	-5	1.0
CC1CCCN(C(=O)CNC(=O)Cn2ccc3ccccc3c2=O)C1 (centres undefined)	0.0	-5	1.5	-6	-1.4	-0.8	4	-4	1	0	0.6
Cc1ccc(OCC(=O)Nc2nnc(-c3ccco3)s2)cc1	0.5	0	-0.9	-10	2.1	-1.0	1	-3	-1	-9	-2.2
CCOCCCNC(=O)c1cc2sc(Cl)cc2n1CC	-0.4	6	-1.0	-1	0.9	-0.9	0	0	0	5	0.7
CCNC(=O)CSc1nc2ccccc2c(=O)n1-c1cc(OC)ccc1OC	-1.2	3	-1.8	-4	0.3	-2.1	1	0	3	5	-0.2
Cc1ccc(CN2CCN(C(=O)c3cccc4ccccc34)CC2)cc1	-0.9	-2	-2.2	-1	-1.6	-1.9	-1	-4	2	1	-2.6
Cc1onc(-c2ccccc2Cl)c1C(=O)OCC(=O)c1c(N)n(C)c(=O)n(C)c1=O	-0.6	-1	-0.8	1	-1.4	-1.5	-5	0	-1	-1	-0.7

Three entries already listed, ordered by length of the SMILES, highest first.
mol	DAX1 inh-2	Rev-erbA mod	hcDAF-12 act	ADAM17 inh	DAX1 inh-1	ssDAF-12 act	MBD2 inh	SMARCA2 activ	PLCg1 inh	PLCb3 inh	hgDAF12 agonist
Cc1nnc(N/N=C/c2cccs2)[nH]c1=O	-0.1	-2	-1.8	-1	0.5	-1.7	-8	4	-1	-5	1.0
CCCP(=O)(CC(=O)O)c1ccccc1 (centres undefined)	0.0	7	-1.4	2	0.1	-1.2	3	1	1	4	1.2
S=C(NC1CCCCC1)N1CCCCC1	-0.1	-2	0.0	-4	0.1	-1.1	-4	-4	3	-4	-0.9
